# Pf apPOL inh – Pf-apPOL DNA polymerase inhibition | Recombinant Pf-apPOL, molecular beacon fluorescence, 1.5 h | inhibition, % at 10 µM | 210,000 compounds, 0.25% hits
# mHTT CaM bind – disrupts binding of mutant huntingtin to calmodulin | inhibition, % at 15 µM | P42858 | AlphaScreen His-mHTT/GST-CaM binding, luminescence | 190,000 compounds, 3.6% hits | AID 1671202;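 also: 0% = both proteins with DMSO and 100% = one protein alone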
# An asterisk follows results filed as active; nt = not tested or not shown; & = joins results of further samples. Rule as the data show it: active = inhibition above about 50%; inactive = the rest.
SMILES,Pf apPOL inh,mHTT CaM bind
N#Cc1cnc2ccccc2c1N1CCC(C(=O)N2CCSCC2)CC1,-2,-9
CC(C)(CO)NC(=O)c1ccc(Cl)c(S(=O)(=O)N2CCCCC2)c1,-5,-1
Cc1nc(S(=O)(=O)Nc2ccc3c(c2)OCCO3)cn1C,-14,nt
COc1ccc(C=Cc2nc(-c3ccc(=O)[nH]c3)no2)cc1,2,-8
CC(=O)Oc1nc(-c2ccc(C(C)(C)C)cc2)n(-c2ccccc2)n1,30,nt
O=C(NCCc1cccs1)c1ccc(Oc2nccnc2N2CCCCC2)cc1,-16,0
c1cc(-c2nc3c4c5c(sc4ncn3n2)CCCC5)ccn1,-7,-1
CCCC1c2ccc(C)n2CCN1C(=O)Nc1ccc(OCC)cc1 (stereo not drawn),-1,17
CCCCN1C(=O)C(C)(C(=O)NCc2ccc(C(F)(F)F)cc2)Oc2cccnc21 (stereo not drawn),-3,-5
O=S(=O)(CCC1=NS(=O)(=O)c2ccccc2N1)c1ccccc1,-3,1
CCCS(=O)(=O)c1csc(C(=O)OC)c1NNS(=O)(=O)c1ccccc1C(F)(F)F,-7,nt
N#CSCC(=O)c1ccccc1,-1,1
CCC(=O)Oc1ccc2oc(=O)cc(-c3cc4cccc(OC)c4o3)c2c1,2,-1
c1ccc(N=C2C(Nc3ccccc3)=Nc3ccccc32)cc1,0,63*
CS(=O)(=O)c1ncc(Cl)c(C(=O)O)n1,3,nt
COc1ccccc1OCCCOc1c(OC)cccc1OC,-4,-11
O=C(c1ccc(C(F)(F)F)s1)N1CCN(c2nnc3ccccn23)CC1,2,4
Cc1nccn1CC(=O)N1CCCC(OCc2nc(C3CC3)no2)C1 (stereo not drawn),1,-7
C=CCN1C(=O)C(C#N)=C(C)/C(=C\c2ccc(-c3ccc4c(c3)COC4=O)o2)C1=O,-4,13
O=C(NCc1ccc(N2CCCC2)cc1)c1cccc(N2CCNC(c3ccccc3)C2)n1 (stereo not drawn),-1,82*
O=C(c1ccccc1)c1coc2ccccc2c1=O,20,36
Cn1nc(-c2nc(Cc3ccccc3)no2)c2c1CCN(C(=O)NCCc1ccccc1)C2,-2,22
Cc1nc2c(c(Nc3ccc(F)cc3)n1)CCC2,-14,-3
CC(C(=O)NCCCN1CCCC1)C1CCN(S(=O)(=O)c2cccs2)CC1 (stereo not drawn),0,16
CCOc1cc(C(=O)Nc2ccc(-c3nc4ccccc4o3)c(O)c2)cc(OCC)c1OCC,-3,3
COc1ccccc1N1CCN(CCNC(=O)C(=O)Nc2ccc(C(C)C)cc2)CC1,-2,-10
CC(=O)N(c1ccc(Cl)cc1)C1SC(=O)N(c2ccc(C)cc2)C1=O (stereo not drawn),4,26
CC1=NN(C(=O)c2ccc([N+](=O)[O-])cc2)C(O)(c2cccnc2)C1 (stereo not drawn),-2,32
CCOc1ccc(CNC(=O)c2ccc3c(c2)NC(=O)C2CCCCN32)cc1 (stereo not drawn),0,-4
COc1ccc(CN2CCCCC2)c(OC)c1C,1,0
Cc1nc(-c2ccc(S(=O)(=O)NN)cc2)c(-c2ccc([N+](=O)[O-])cc2)o1,29,nt
COc1ccc(OC)c(CNC(=O)C2CC(=O)N(CCc3ccccc3)C2)c1 (stereo not drawn),2,8
Cc1cc(NC(=O)c2ccno2)n(C(C)C)n1,-2,-2
CN1c2ccc(Cl)cc2C(C)(C)C12C=Nc1c(ccc3ccccc13)O2 (stereo not drawn),-2,nt
O=C(C1CCN(c2ccc(-n3cccn3)nn2)CC1)N1CCN(c2ncccn2)CC1,-12,11
O=C(Cc1ccc2c(c1)OCO2)N(CC1CCCO1)c1nc2c(F)cc(F)cc2s1 (stereo not drawn),0,1
O=[N+]([O-])c1cccc(C=Nc2cnc3ccccc3c2)c1,3,2
COc1ccc(CCNc2cc(N3CCOCC3)ccc2[N+](=O)[O-])cc1OC,8,-2
CSc1ccccc1NC(=O)C1CC(c2cccc(Br)c2)=NO1 (stereo not drawn),-2,-6
O=C(Nc1ccc2c(c1)C(=O)NCC2)c1cc2ccccc2o1,-10,-2
CCC(=O)NCc1nc2c(n1CC)CN(S(=O)(=O)Cc1ccc(Cl)cc1)CC2,-6,0
O=C(NCCN1CCOCC1)c1ccc(-c2ccc(N3CCCCC3)nc2)cc1,-7,9
O=C(c1csc(COc2ccc(Cl)cc2)n1)N1CCOCC1,-12,-2
O=C(Nc1ccc(C(=O)N2CCCCC2)cc1)c1ccccc1,-4,16
O=C(NCc1cccc(F)c1)C1CCCN(c2cn[nH]c(=O)c2)C1 (stereo not drawn),0,2
O=C(NN1C(=O)c2ccccc2C1=O)c1cc(O)cc(O)c1,22,1
O=C(c1cccnc1)N1CCN(Cc2ccccn2)CC1,-7,-5
COc1cccc(NC(=O)N2CCC(c3cc(-c4cccc(OC)c4)n[nH]3)CC2)c1,-2,30
CCSc1nnc(-c2ccc(C)cc2)c2ccccc12,15,-8
COc1cccc(C2C=C(c3ccc(Br)cc3)Nc3nnnn32)c1 (stereo not drawn),-2,-6
COc1ccc(C(=O)N2CC3(C)CN(C(=O)c4ccc(OC)cc4)CC(C)(C2)C3=O)cc1,-9,3
CN(C)c1ccc(N2C=C(C#N)S(=O)(=O)c3ccc(Cl)cc32)cc1,0,11
CCOc1ccc(NC(=O)N2CCC(c3cc4n(n3)CCCNC4=O)CC2)cc1,1,3
CCN1CCC(CCNC(=O)C2CCc3nc(N4CCN(C(C)=O)CC4)sc3C2)CC1 (stereo not drawn),-6,-2
CC1Cc2nc(SCC(=O)c3ccccc3)n(Cc3ccccc3)c(=O)c2S1 (stereo not drawn),10,6
Cc1cccc(CSC2=NCCN2C(=O)c2cccc(Br)c2)c1,-3,-33
COC(=O)c1ccc(S(=O)(=O)NNC(=O)c2cn3cc(C(F)(F)F)cc(Cl)c3n2)n1C,-8,nt
CCc1cc2c(=O)c(-c3ccccc3)c(C)oc2cc1OC,-2,0
CCn1cnc2c1c(=O)n(CC1CC1)c(=O)n2-c1ccc(F)cc1,0,3
CC1CCN(Cc2csc(N3CCN(C(=O)c4ccc(Cl)cc4)CC3)n2)CC1,-2,6

# 15 compounds already listed, arranged by count of non-hydrogen atoms, smallest number first.
SMILES,Pf apPOL inh,mHTT CaM bind
N#CSCC(=O)c1ccccc1,-1,1
CS(=O)(=O)c1ncc(Cl)c(C(=O)O)n1,3,nt
Cc1cc(NC(=O)c2ccno2)n(C(C)C)n1,-2,-2
O=C(c1ccccc1)c1coc2ccccc2c1=O,20,36
O=C(c1cccnc1)N1CCN(Cc2ccccn2)CC1,-7,-5
CCc1cc2c(=O)c(-c3ccccc3)c(C)oc2cc1OC,-2,0
COc1ccccc1OCCCOc1c(OC)cccc1OC,-4,-11
CC(C)(CO)NC(=O)c1ccc(Cl)c(S(=O)(=O)N2CCCCC2)c1,-5,-1
CN1c2ccc(Cl)cc2C(C)(C)C12C=Nc1c(ccc3ccccc13)O2 (stereo not drawn),-2,nt
CCC(=O)Oc1ccc2oc(=O)cc(-c3cc4cccc(OC)c4o3)c2c1,2,-1
CC1CCN(Cc2csc(N3CCN(C(=O)c4ccc(Cl)cc4)CC3)n2)CC1,-2,6
O=C(NCCN1CCOCC1)c1ccc(-c2ccc(N3CCCCC3)nc2)cc1,-7,9
COc1ccccc1N1CCN(CCNC(=O)C(=O)Nc2ccc(C(C)C)cc2)CC1,-2,-10
COc1ccc(C(=O)N2CC3(C)CN(C(=O)c4ccc(OC)cc4)CC(C)(C2)C3=O)cc1,-9,3
CCOc1cc(C(=O)Nc2ccc(-c3nc4ccccc4o3)c(O)c2)cc(OCC)c1OCC,-3,3

# Further records
SMILES,Pf apPOL inh,mHTT CaM bind
O=c1oc2ccc(Cl)cc2cc1-c1nnc(-c2cccc(F)c2)o1,-1,-3
CCN(CC)C(=O)C1CCc2nc(N3CCN(C(C)=O)CC3)sc2C1 (stereo not drawn),-2,6
O=c1ccc2ccc(OCCOc3ccc4ccc(=O)oc4c3)cc2o1,2,0
Cc1ccc(Cl)cc1N1CCN(CCNC(=O)c2csc3c2CCCC3)CC1,0,30
COc1ccc(N2C(=O)CC(N3CCN(Cc4ccccc4)CC3)C2=O)cc1 (stereo not drawn),-10,4
CCCCSc1nc(C)c(I)c(=O)[nH]1,-1&-1,-1&-7
O[C@H]1CN(CC2CCCCC2)[C@@H](c2ccccc2)C[C@@H]1n1cc(-c2ccc(F)cc2)nn1,0,30
CC(=O)N1c2ccccc2NC2=C(C(=O)CC(C)(C)C2)C1c1ccc(-c2cccc(C(=O)O)c2)o1 (stereo not drawn),5,4
CCCS(=O)(=O)C(C#N)=CNc1ccc2c(c1)OCCO2,2,nt
O=C(NC1CCCCCC1)c1ccc([N+](=O)[O-])cc1,2,-3
CC(=O)Nc1ccc2nc(NC(=O)CCOc3ccccc3)sc2c1,2,8
CC(C)Oc1ccc(C2CC(=O)NC2=O)cc1 (stereo not drawn),-10,-3
FC(F)(F)c1ccnc(N2CCN(C(c3ccccc3)c3ccccc3)CC2)c1,1,nt
O=C1CSC(c2ccc([N+](=O)[O-])cc2)N1c1cccc(F)c1 (stereo not drawn),0,2
O=C(CCc1ccccc1)N1CCC(c2ccn3ncc(C(=O)N4CCCC4)c3c2)CC1,-7,14
CCNc1cc(N2CCC(CCC(=O)N3CCN(C4CCCCC4)CC3)CC2)ncn1,-8,15
COc1ccc(C(=O)N2CCCC(c3noc(-c4ccccc4OC)n3)C2)cc1OC (stereo not drawn),3,5
O=S(=O)(NCc1ccc2c(c1)OCO2)c1cc(Cl)ccc1Cl,-2,-5
CN1CCCN(C(=O)c2cc3cn(C4CC4)cc3s2)CC1,6,36
COCCCNC(=O)N1CCN(Cc2nc3cccnc3n2-c2cccc(F)c2)CC1,3,0
CCOc1ccccc1NC(=O)c1c(NCc2ccncc2)sc2c1CCC(C)C2 (stereo not drawn),-23,47
CC(C)Oc1ccc(C(=O)Nc2ccccc2Cl)cc1,0,-30
CC(C)N1CCN(C(=O)C2CCc3sc(C(=O)N4CCCC4)cc3C2)CC1 (stereo not drawn),-5,-1
CCc1cccc(C)c1NC(=O)CN(C)S(=O)(=O)c1ccc2[nH]c3c(c2c1)CCCC3,-3,42
O=C(NCCCc1ccccc1)C12CC3CC(CC(C3)C1)C2,-10,-7
O=C(CSc1ncnc2c1[nH]c1ccc(F)cc12)N1CCc2ccccc2C1,-4,-4
CN1C(=O)C(O)(C2OC(C)(C)CCC2=O)c2ccccc21 (stereo not drawn),-1,-1
COc1ccc(CNC(=O)c2coc(=O)c3ccccc23)c(OC)c1,-2,7
CCOc1ccc(N(C)C(=O)c2cc(S(=O)(=O)N3CCc4ccccc43)ccc2F)cc1,38,9
COc1ccc(OCCn2ccnc2)cc1,-5,4
Cc1coc2c(C)c3oc(=O)c4c(c3cc12)CCC4,5,-4
CCC(C)NC(=O)c1cnn2c(C)c(Cc3ccc(F)cc3)c(C)nc12 (stereo not drawn),-6,-14
Cc1cc2c(c(=O)n1CC1CCCO1)C(c1cccs1)C(C#N)=C(N)O2 (stereo not drawn),11,9
CC(C)CC(=O)Nc1ccc(N2CCN(C(=O)c3ccccc3F)CC2)nc1,-1,10
COCc1c(C(=O)O)nnn1-c1ccc2c(c1)CCC2,0,3
Cc1noc(C)c1S(=O)(=O)N1CCC(n2c(-c3ccsc3)nc3cccnc32)C1 (stereo not drawn),-2,5
O=C(c1ccco1)N1CCC2(CC1)Nc1cccnc1NC2=NCc1ccccc1,-4,10
Cc1ccc(Cl)cc1NC(=O)c1coc(NC(=O)c2ccccc2)n1,0,-4
CCCCCNC(=O)c1c[nH]c2ccc(S(=O)(=O)N(C)c3ccc(C)c(C)c3)cc2c1=O,-16,5
Fc1ccc(-n2cc(-c3noc(-c4ccccc4F)n3)nn2)cc1,-2,-9
COc1ccc(C2=NN(C(C)=O)C(c3cc4ccc(C)cc4nc3Cl)C2)cc1 (stereo not drawn),1,0
O=C(NCc1cccs1)C(=O)Nc1ccc(F)cc1F,3,-14
CC12CN3CC(C)(CN(C1)C3c1ccccc1)C2=O (stereo not drawn),1,-2
O=C(NCc1ccc2c(c1)OCO2)C(=O)NCc1nc(-c2ccccc2)no1,-4,-1
O=C(NC(Oc1ccccc1)C(Cl)(Cl)Cl)c1cc([N+](=O)[O-])cc([N+](=O)[O-])c1 (stereo not drawn),9,37
O=C(NCc1cccc(Br)c1)c1cnn2c3c(cnc12)CCCCCC3,-3,-7
CC(C)(C)OC(=O)NC12CC3CC(CC(C3)C1)C2,-6,-7
CCn1nccc1C(=O)NC1CCN(c2nnc3ccc(Cl)cn23)CC1,-2,2
C=CC1CN(CC(=O)OC)S(=O)(=O)c2ccccc21 (stereo not drawn),-1,1
O=C(O)COc1ccc(NC(=O)C2CCCCC2)cc1,2,-6
CCN1c2cc(F)ccc2C(=O)NC12CCN(C(=O)c1ccc(OC)cc1)CC2,-3,-6
CCCn1cnc2c1c(=O)n(C1CC1)c(=O)n2-c1ccccc1C,1,-1
CSc1cccc2sc(Nc3nc(C)c(C(C)=O)s3)nc12,4,-16
O=C(c1cnn2c1NC(c1ccc(Br)cc1)CC2C(F)(F)F)N1CCCCC1 (stereo not drawn),7,8
O=c1oc(-c2ccccc2[N+](=O)[O-])nc2ccc(I)cc12,-1,8
COC1=CC(=O)C=C(OC)C1=O,15,nt
O=[N+]([O-])c1ccc(O)c(CN2CCOCC2)c1,-3,5
O=[N+]([O-])c1ccc2c(c1)CSc1nc3ccccc3n1-2,nt,-3
COc1ccc(-c2ccc(N3CCC(C(=O)NCc4ccccn4)CC3)nn2)cc1,-22,23
COCCNC(=O)c1ccn2c(-c3cc(F)cc(F)c3)nnc2c1,-8,-2
COc1ccc(NS(=O)(=O)c2ccc(NS(=O)(=O)c3ccccc3[N+](=O)[O-])cc2)nn1,-6,3
O=[N+]([O-])c1ccc2nc(Sc3ccccn3)sc2c1,-4&-6,3&2

# Screens as filed in PubChem BioAssay.
